GRK2 aptamer HTS: human GRK2 inhibition via aptamer displacement | P25098 | bead flow cytometry, FAM-aptamer displacement from GRK2 | inhibition of aptamer binding, % at 10 µM | 0.59% of 330,000 active;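 active means inhibition of aptamer binding above 40%, roughly 3 SD of noise, on plates passing a quality check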;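 further: median bead fluorescence of bound FAM aptamer so fluorescent compounds give negative values; no value below 0 was filed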
CR mimetic SO: yeast age-related superoxide inhibition as caloric restriction mimetic. S. cerevisiae aged cells, superoxide DHE fluorescence; hits give low values. superoxide response (% of plate mean), % at 10 µM. 0.18% of 330,000 active;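 active means superoxide response under a set limit, about three screen SD below normal, cut at about 65% in these data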;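 further: yeast aged for seven days with compound at 30 °C before DHE staining; 100% = average MFI of all compound-treated wells on the plate with controls excluded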
AGP1-GFP MLPCN: yeast TOR pathway AGP1-GFP modulation. S. cerevisiae AGP1-GFP multiplex flow cytometry, 3 h; GFP as percent of DMSO wells. GFP response vs DMSO, % at 10 µM. 0.02% of 320,000 active. AID 2066;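 active means GFP response relative to DMSO above a set limit, near screen average plus 3 SD, cut at about 150% in these data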;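 further: median GFP channel fluorescence of the gated AGP1 strain per well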
LAP4-GFP MLPCN: modulators of TOR pathway LAP4-GFP in S. cerevisiae | S. cerevisiae LAP4-GFP multiplex, flow cytometry GFP, 3 h; median GFP as percent of DMSO wells | GFP response vs DMSO, % at 10 µM | 0.34% of 320,000 active;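 active means GFP response vs DMSO above a set limit, about the screen mean plus 3 SD, cut at about 150% in these data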
VLA-4 inh: inhibition in a human VLA-4 binding assay; P13612; VLA-4 expressing cells, ligand binding flow cytometry; inhibition, % (about 7 µM as worked out from the volumes in the protocol); 0.2% of 330,000 active; in the data active means inhibition above about 50%
MEP2-GFP yeast: alters MEP2-GFP fluorescence in TOR pathway yeast screen; S. cerevisiae MEP2-GFP strain, flow cytometry GFP, 3 h; 100% = DMSO control level; GFP response vs DMSO, % at 10 µM; 0.51% of 330,000 active;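 active means GFP response versus DMSO above a set limit, roughly screen mean plus 3 SD, cut at about 180% in these data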;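 further: median GFP fluorescence of the barcode-gated MEP2-GFP cells per well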
RPL19A-GFP yeast: yeast TOR pathway RPL19A-GFP modulation; S. cerevisiae RPL19A-GFP strain, flow cytometry, 3 h; hits give low values; 0.3% of 330,000 active; AID 2025; percent response vs DMSO, % at 10 µM;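 active means percent response vs DMSO below 50%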;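 further: median channel GFP fluorescence of the barcoded RPL19A-GFP strain; ratio of sample median GFP to plate DMSO average so 100% = DMSO; lower means less RPL19A-GFP as with rapamycin TOR inhibition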
CIT2-GFP yeast: modulators of TOR pathway CIT2-GFP in S. cerevisiae | S. cerevisiae CIT2-GFP strain, flow cytometry, 3 h; 100 means same as DMSO wells | GFP response vs DMSO, % at 10 µM | 0.065% of 320,000 active;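 active means GFP response relative to DMSO above a set limit, near the screen mean plus 3 SD, cut at about 150% in these data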;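 further: ratio of well median GFP fluorescence to mean of DMSO wells on the plate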
* hit, by the source's call.

| SMILES | GRK2 aptamer HTS | CR mimetic SO | AGP1-GFP MLPCN | LAP4-GFP MLPCN | VLA-4 inh | MEP2-GFP yeast | RPL19A-GFP yeast | CIT2-GFP yeast |
| --- | --- | --- | --- | --- | --- | --- | --- | --- |
| Cc1cccc(NC(=O)c2ccc3c(c2)C(=O)N(c2ccccc2C)C3=O)n1 | 0.0 | 86.4 | 88.6 | 121.1 | -11.0 | 96.8 | 94.7 | 79.5 |
| O=C1/C(=C\c2ccc(C(F)(F)F)cc2)CSc2sccc21 | 0.0 | 116.6 | 96.0 | 130.3 | 5.5 | 107.0 | 97.6 | 83.5 |
| COc1ccc(S(=O)(=O)NCc2cc(=O)n(C)c(=O)n2C)cc1C | 3.0 | 91.1 | 18.1 | 92.4 | 9.6 | 118.8 | 82.5 | 95.4 |
| C[C@@H](O)C1NC(=O)[C@H](CCCCN)NC(=O)c2cc([N+](=O)[O-])cc(F)c2NCCCC[C@@H](C(N)=O)NC1=O (stereo partly specified) | 0.0 | 104.5 | 91.4 | 129.2 | 32.6 | 94.2 | 100.2 | 119.5 |
| CCOC1OC(=O)C(Cl)=C1Nc1ccc(C)cc1C (stereo unspecified) | 0.0 | 84.6 | 98.0 | 97.5 | 5.3 | 108.4 | 101.3 | 101.2 |
| COc1ccc(-c2cc(C)no2)cc1S(=O)(=O)N1CCOc2ccccc21 | 0.0 | 80.3 | 103.0 | 102.6 | 3.7 | 114.8 | 102.4 | 104.8 |
| CN(C)C(=O)CCC(=O)N1CCCC(C(=O)c2ccc3c4c(cccc24)CC3)C1 (stereo unspecified) | 0.0 | 103.2 | 108.1 | 100.7 | 4.3 | 94.8 | 96.2 | 115.3 |
| O=C(COC(=O)c1cc(S(=O)(=O)N2CCCC2)ccc1O)NCCc1ccccc1 | 2.0 | 96.7 | 109.0 | 102.7 | 0.0 | 104.5 | 103.5 | 98.1 |
| COc1cc(C=O)cc(Br)c1OCC(N)=O | 7.0 | 79.0 | 102.0 | 88.8 | 0.6 | 99.7 | 106.5 | 111.1 |
| CCC1=Nc2cc(C(=O)NCCN3CCOCC3)ccc2Sc2ccccc21 | 0.0 | 100.9 | 98.0 | 94.4 | 5.3 | 108.6 | 103.0 | 101.3 |
| CC(NC(=O)C1CCCO1)c1ccccc1 (stereo unspecified) | 0.0 | 103.6 | 106.0 | 99.5 | 11.6 | 103.5 | 105.8 | 105.4 |
| Cc1ccc(C(=O)OCC(=O)N2CCCCCC2)cc1S(=O)(=O)N1CCOCC1 | 0.0 | 115.2 | 99.7 | 91.3 | 0.8 | 107.7 | 97.9 | 114.8 |
| CCc1ccc(NC(=O)CCNS(=O)(=O)c2cccc3nsnc23)cc1 | 2.0 | 98.7 | 93.8 | 95.9 | 3.3 | 97.5 | 93.9 | 94.1 |
| CCn1c(SC)nnc1-c1nn(-c2ccccc2)ccc1=O | 3.0 | 105.2 | 88.0 | 89.7 | 3.0 | 96.6 | 96.8 | 90.5 |
| Cc1ccc(NC(=S)Nc2ncccc2C)c(C)c1 | 3.0 | 92.9 | 89.2 | 112.3 | -2.9 | 93.8 | 92.8 | 83.8 |
| COc1ccccc1N1CCN(C2CCCN(C(=O)CCn3cncn3)C2)CC1 (stereo unspecified) | 1.0 | 103.0 | 90.9 | 75.0 | 6.0 | 92.2 | 105.3 | 98.1 |
| CC1=C(C(=O)OC2CCCCC2)C(c2cccs2)n2c(nc3ccccc32)N1 (stereo unspecified) | 0.0 | 85.4 | 98.5 | 95.3 | 4.1 | 103.5 | 107.1 | 106.9 |
| CC(=O)N/N=C(\C)CCc1ccccc1 | 1.0 | 110.6 | 104.8 | 105.9 | -1.0 | 99.4 | 104.1 | 109.5 |
| CC12CN3CC(C)(CN(C1)C3c1ccc(Br)cc1)C2 (stereo unspecified) | 0.0 | 105.2 | 94.7 | 101.0 | -24.0 | 100.5 | 95.0 | 92.0 |
| CC1CCC2C(=O)N(c3cccc(C(=O)Nc4ccc(F)cc4)c3)C(=O)C2C1 (stereo unspecified) | 5.0 | 97.6 | 89.8 | 85.0 | 21.4 | 90.3 | 95.3 | 87.9 |

Retrieved by structure from the list above (2):
| SMILES | GRK2 aptamer HTS | CR mimetic SO | AGP1-GFP MLPCN | LAP4-GFP MLPCN | VLA-4 inh | MEP2-GFP yeast | RPL19A-GFP yeast | CIT2-GFP yeast |
| --- | --- | --- | --- | --- | --- | --- | --- | --- |
| CCn1c(SC)nnc1-c1nn(-c2ccccc2)ccc1=O | 3.0 | 105.2 | 88.0 | 89.7 | 3.0 | 96.6 | 96.8 | 90.5 |
| CC12CN3CC(C)(CN(C1)C3c1ccc(Br)cc1)C2 (stereo unspecified) | 0.0 | 105.2 | 94.7 | 101.0 | -24.0 | 100.5 | 95.0 | 92.0 |

Other entries:
Screens by letter – A = GRK2 aptamer HTS; B = CR mimetic SO; C = AGP1-GFP MLPCN; D = LAP4-GFP MLPCN; E = VLA-4 inh; F = MEP2-GFP yeast; G = RPL19A-GFP yeast; H = CIT2-GFP yeast
COc1ccccc1N1CCN(C(=O)c2cc3c(=O)n4cccc(C)c4nc3s2)CC1
  A = 2.0	B = 103.8	C = 82.1	D = 74.9	E = 2.6	F = 107.0	G = 94.0	H = 76.4

Cc1cc(Br)ccc1OCc1nc(-c2cccnc2)no1
  A = 3.0	B = 105.6	C = 98.6	D = 106.9	E = -6.1	F = 104.7	G = 99.5	H = 102.8

CN(C)C(=O)c1ccc(Nc2nnc(-c3ccc(O)cc3)c3ccccc23)cc1
  A = 6.0	B = 81.5	C = 102.2	D = 88.6	E = -5.9	F = 93.9	G = 97.7	H = 97.0

Cc1ccc(OCC(O)CN2C(=O)NC(C)(C)C2=O)c(C)c1 (stereo unspecified)
  A = 0.0	B = 95.2	C = 108.5	D = 95.8	E = 21.3	F = 106.5	G = 105.3	H = 104.5

CCOC(=O)c1ccc(NC(=O)CSc2nnnn2C2CCCCC2)cc1
  A = 0.0	B = 90.3	C = 102.6	D = 94.4	E = 6.9	F = 98.7	G = 100.6	H = 91.3

Cc1ccc(N(CC(=O)NCc2ccc3c(c2)OCO3)S(C)(=O)=O)cc1
  A = 0.0	B = 98.3	C = 94.4	D = 92.4	E = 7.2	F = 85.3	G = 96.4	H = 83.7

CCC(CC)NC(=O)c1cc(OC)c(OC)c(OC)c1
  A = 36.0	B = 84.0	C = 86.7	D = 86.5	E = 3.1	F = 96.4	G = 95.7	H = 87.6

CCOc1ccc(N2CC(C(=O)NCCC3=CCCCC3)CC2=O)cc1 (stereo unspecified)
  A = 0.0	B = 89.2	C = 95.9	D = 96.1	E = 18.9	F = 98.4	G = 95.6	H = 102.2

10 of the compounds above, with two lines to a compound:
Each structure is followed by: GRK2 aptamer HTS, CR mimetic SO, AGP1-GFP MLPCN, LAP4-GFP MLPCN, VLA-4 inh, MEP2-GFP yeast, RPL19A-GFP yeast, CIT2-GFP yeast
CC1=C(C(=O)OC2CCCCC2)C(c2cccs2)n2c(nc3ccccc32)N1 (stereo unspecified)
    0.0, 85.4, 98.5, 95.3, 4.1, 103.5, 107.1, 106.9
CC(=O)N/N=C(\C)CCc1ccccc1
    1.0, 110.6, 104.8, 105.9, -1.0, 99.4, 104.1, 109.5
CC12CN3CC(C)(CN(C1)C3c1ccc(Br)cc1)C2 (stereo unspecified)
    0.0, 105.2, 94.7, 101.0, -24.0, 100.5, 95.0, 92.0
CC1CCC2C(=O)N(c3cccc(C(=O)Nc4ccc(F)cc4)c3)C(=O)C2C1 (stereo unspecified)
    5.0, 97.6, 89.8, 85.0, 21.4, 90.3, 95.3, 87.9
COc1ccccc1N1CCN(C(=O)c2cc3c(=O)n4cccc(C)c4nc3s2)CC1
    2.0, 103.8, 82.1, 74.9, 2.6, 107.0, 94.0, 76.4
Cc1cc(Br)ccc1OCc1nc(-c2cccnc2)no1
    3.0, 105.6, 98.6, 106.9, -6.1, 104.7, 99.5, 102.8
CN(C)C(=O)c1ccc(Nc2nnc(-c3ccc(O)cc3)c3ccccc23)cc1
    6.0, 81.5, 102.2, 88.6, -5.9, 93.9, 97.7, 97.0
Cc1ccc(OCC(O)CN2C(=O)NC(C)(C)C2=O)c(C)c1 (stereo unspecified)
    0.0, 95.2, 108.5, 95.8, 21.3, 106.5, 105.3, 104.5
CCOC(=O)c1ccc(NC(=O)CSc2nnnn2C2CCCCC2)cc1
    0.0, 90.3, 102.6, 94.4, 6.9, 98.7, 100.6, 91.3
Cc1ccc(N(CC(=O)NCc2ccc3c(c2)OCO3)S(C)(=O)=O)cc1
    0.0, 98.3, 94.4, 92.4, 7.2, 85.3, 96.4, 83.7

Screening results: PubChem BioAssay, NMMLSC
